Screens (PubChem)
MEP2 TOR yeast: alters MEP2-GFP fluorescence in TOR pathway yeast screen; GFP response vs DMSO, % at 10 µM; S. cerevisiae MEP2-GFP strain, flow cytometry GFP, 3 h; 100% = DMSO control level; AID 2016; 330,000 compounds, 0.51% hits;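 active = GFP response versus DMSO above a set limit, roughly screen mean plus 3 SD, cut at about 180% in these data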;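 also: median GFP fluorescence of the barcode-gated MEP2-GFP cells per well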
proCasp3 act: procaspase-3 (human) activation; activation, % at 8.5 µM; recombinant procaspase-3 D3A, Ac-DEVD-pNA absorbance 405 nm; AID 463141; P42574; 330,000 compounds, 0.11% hits;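 active = activation above the mean of all tested compounds plus 3 SD, cut at about 21% in these data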;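 also: 0% = DMSO alone and 100% = DMSO wells spiked with extra 5 µM PC-3 D3A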
Target sequence (P42574 whole entry D9A/D28A/D175A): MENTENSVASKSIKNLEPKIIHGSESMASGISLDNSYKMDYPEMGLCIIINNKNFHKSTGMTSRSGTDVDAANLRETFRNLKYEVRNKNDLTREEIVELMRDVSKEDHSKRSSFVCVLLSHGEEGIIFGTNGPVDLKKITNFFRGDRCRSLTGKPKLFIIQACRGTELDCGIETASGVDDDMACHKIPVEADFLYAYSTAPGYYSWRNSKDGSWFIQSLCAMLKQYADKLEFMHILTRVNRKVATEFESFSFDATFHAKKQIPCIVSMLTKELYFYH
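Technique: 405 nm absorbance of p-nitroaniline, reads at 0 and 120 min; Test system: Procaspase-3 D3A mutant; Incubation: 1 h enzyme-compound preincubation, then 2 h substrate reaction, 25 °C; Repeats: singlicate, each compound tested once; Benchmarks: low control DMSO wells, high control DMSO plus 5 µM PC-3 D3A.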
proCasp7 act: counter-screen: procaspase-7 (human) activation | P55210 | recombinant procaspase-7, Ac-DEVD-pNA absorbance 405 nm; D23A/D198A/D206A triple mutant, cannot self-cleave; scale: DMSO 0, 5 µM enzyme 100 | 330,000 compounds, 0.093% hits | activation, % at 8.5 µM;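 active = percent activation above the screen-wide mean plus 3 SD, cut at about 25% in these data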
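Material: Procaspase-7 triple mutant (PC-7 D3A) | Quantity: 2 µM procaspase-7 mutant as dispensed | Reagent: DEVD-pNA substrate | Times: 1 h preincubation, 2 h reaction | Technique: 405 nm absorbance of p-nitroaniline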
CIT2 TOR yeast: alters CIT2-GFP fluorescence in TOR pathway yeast screen; GFP response vs DMSO, % at 10 µM; S. cerevisiae CIT2-GFP strain, flow cytometry, 3 h; 100 means same as DMSO wells; 320,000 compounds, 0.065% hits;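 active = GFP response relative to DMSO above a set limit, near the screen mean plus 3 SD, cut at about 150% in these data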;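 also: ratio of well median GFP fluorescence to mean of DMSO wells on the plate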
AGP1-GFP MLPCN: modulators of TOR pathway AGP1-GFP in S. cerevisiae; S. cerevisiae AGP1-GFP multiplex flow cytometry, 3 h; GFP as percent of DMSO wells; GFP response vs DMSO, % at 10 µM; 320,000 compounds, 0.02% hits; AID 2066;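 active = GFP response relative to DMSO above a set limit, near screen average plus 3 SD, cut at about 150% in these data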;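 also: median GFP channel fluorescence of the gated AGP1 strain per well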
AHR activator: human AHR activation; P35869; AHR-responsive luciferase reporter cells, luminescence; activation, % at 5 µM; 320,000 compounds, 2.5% hits; AID 2796; in the data active = activation above about 47%;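 also: 0% = vehicle wells and 100% = reference agonist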
Target sequence (P35869 whole entry, looked up): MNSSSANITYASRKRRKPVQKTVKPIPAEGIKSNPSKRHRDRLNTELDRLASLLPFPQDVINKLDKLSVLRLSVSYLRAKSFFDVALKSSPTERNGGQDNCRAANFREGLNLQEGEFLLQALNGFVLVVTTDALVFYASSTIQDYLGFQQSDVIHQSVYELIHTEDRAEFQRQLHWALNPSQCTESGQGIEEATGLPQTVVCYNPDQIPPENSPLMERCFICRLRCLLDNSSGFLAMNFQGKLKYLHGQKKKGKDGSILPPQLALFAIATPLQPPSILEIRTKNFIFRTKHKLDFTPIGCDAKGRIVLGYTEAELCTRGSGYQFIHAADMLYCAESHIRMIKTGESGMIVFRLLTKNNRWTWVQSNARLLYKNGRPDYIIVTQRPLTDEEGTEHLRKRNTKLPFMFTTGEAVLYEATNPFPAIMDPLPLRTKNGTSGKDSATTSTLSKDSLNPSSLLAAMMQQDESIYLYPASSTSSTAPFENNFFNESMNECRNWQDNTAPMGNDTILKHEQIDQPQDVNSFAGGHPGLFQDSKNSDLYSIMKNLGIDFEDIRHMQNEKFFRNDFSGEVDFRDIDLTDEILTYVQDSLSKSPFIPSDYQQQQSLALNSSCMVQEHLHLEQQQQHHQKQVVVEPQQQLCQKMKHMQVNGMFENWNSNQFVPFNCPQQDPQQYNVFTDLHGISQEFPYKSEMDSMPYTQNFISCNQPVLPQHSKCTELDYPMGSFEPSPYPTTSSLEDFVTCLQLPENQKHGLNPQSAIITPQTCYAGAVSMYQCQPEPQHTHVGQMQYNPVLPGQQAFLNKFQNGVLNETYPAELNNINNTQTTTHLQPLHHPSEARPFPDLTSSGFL
LAP4 TOR yeast: alters LAP4-GFP fluorescence in TOR pathway yeast screen; S. cerevisiae LAP4-GFP multiplex, flow cytometry GFP, 3 h; median GFP as percent of DMSO wells; GFP response vs DMSO, % at 10 µM; 320,000 compounds, 0.34% hits; AID 2023;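 active = GFP response vs DMSO above a set limit, about the screen mean plus 3 SD, cut at about 150% in these data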
RPL19A-GFP yeast: yeast TOR pathway RPL19A-GFP modulation; percent response vs DMSO, % at 10 µM; S. cerevisiae RPL19A-GFP strain, flow cytometry, 3 h; active compounds read low; AID 2025; 330,000 compounds, 0.3% hits;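 active = percent response vs DMSO below 50%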;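 also: median channel GFP fluorescence of the barcoded RPL19A-GFP strain; ratio of sample median GFP to plate DMSO average so 100% = DMSO; lower means less RPL19A-GFP as with rapamycin TOR inhibition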
* hit, by the source's call; · = no result given. Not a hit list; overall some 3.5% were active at least once.

Keys: A = MEP2 TOR yeast; B = proCasp3 act; C = proCasp7 act; D = CIT2 TOR yeast; E = AGP1-GFP MLPCN; F = AHR activator; G = LAP4 TOR yeast; H = RPL19A-GFP yeast
1) C=CCNC(=O)c1onc(CSc2cc(C)cc(C)c2)c1C(=O)NCC=C
  A: 93 | B: 5 | C: -1 | D: 88 | E: 85 | F: 24 | G: 135 | H: 97
2) CCCS(=O)(=O)c1c(S(=O)(=O)CCC)c2c(N)cccn2c1C(=O)c1ccc(F)cc1
  A: 96 | B: -3 | C: 16 | D: 95 | E: 97 | F: -1 | G: 106 | H: 96
3) COC(=O)C1CCN(C(=O)Nc2ccc(OC)cc2)CC1
  A: 102 | B: 19 | C: -5 | D: 103 | E: 100 | F: 0 | G: 100 | H: 95
4) Cc1ccc(NC(=S)N2CCN(S(=O)(=O)c3ccccc3)CC2)cc1
  A: 95 | B: · | C: · | D: 91 | E: 88 | F: · | G: 66 | H: 105
5) Cc1ccc(CNc2nc3ccccc3n3cnnc23)cc1
  A: 94 | B: 10 | C: -7 | D: 98 | E: 100 | F: 1 | G: 101 | H: 96
6) CC(C)N1CC=C2C(C#N)=C(N)C(C#N)(C#N)[C@H](c3ccoc3)[C@H]2C1
  A: 102 | B: -9 | C: -3 | D: 96 | E: 99 | F: 7 | G: 99 | H: 102
7) Cc1ccc(NC(=O)C(C)OC(=O)c2n[nH]c3ccccc23)cc1 (stereo unspecified)
  A: 101 | B: 1 | C: 6 | D: 88 | E: 104 | F: -1 | G: 112 | H: 99
8) COc1ccc(CCNc2nc(-c3sc(C)nc3C)cs2)cc1OC
  A: 94 | B: 0 | C: -2 | D: 98 | E: 102 | F: 52* | G: 100 | H: 101
9) CCN1CCN(CC(=O)Nc2cc3c(cc2C(C)=O)OCO3)CC1
  A: 105 | B: -13 | C: 8 | D: 107 | E: 102 | F: 3 | G: 101 | H: 99
10) COc1ccc(-c2ccc(C#N)c(OC)n2)cc1
  A: 106 | B: 3 | C: 8 | D: 99 | E: 98 | F: 7 | G: 110 | H: 99
11) Cc1ccc(CNC(=O)c2cc3ccccc3oc2=O)cc1
  A: 97 | B: 7 | C: 0 | D: 101 | E: 102 | F: -4 | G: 100 | H: 101
12) O=C(COC(=O)c1cccnc1Cl)c1ccccc1
  A: 105 | B: 7 | C: -16 | D: 88 | E: · | F: 7 | G: 94 | H: 94
13) Cc1ccc(S(=O)(=O)N2CCN(C(=O)CCC(=O)NCc3ccc(F)cc3)CC2)cc1
  A: 95 | B: 4 | C: 7 | D: 95 | E: 99 | F: 3 | G: 95 | H: 102
14) CCCCCCOC(=O)CCc1c(C)nc(N)[nH]c1=O
  A: 90 | B: -11 | C: 3 | D: 85 | E: 81 | F: 4 | G: 86 | H: 85
15) CCc1ccccc1NC(=O)CNC(=O)c1cn(Cc2ccccc2)nc1-c1cccnc1
  A: 104 | B: 5 | C: 9 | D: 106 | E: 105 | F: 0 | G: 106 | H: 102

Eight compounds out of the list, sorted by heavy-atom count, smallest number first.
Keys: A = MEP2 TOR yeast; B = proCasp3 act; C = proCasp7 act; D = CIT2 TOR yeast; E = AGP1-GFP MLPCN; F = AHR activator; G = LAP4 TOR yeast; H = RPL19A-GFP yeast
10) COc1ccc(-c2ccc(C#N)c(OC)n2)cc1
  A: 106 | B: 3 | C: 8 | D: 99 | E: 98 | F: 7 | G: 110 | H: 99
14) CCCCCCOC(=O)CCc1c(C)nc(N)[nH]c1=O
  A: 90 | B: -11 | C: 3 | D: 85 | E: 81 | F: 4 | G: 86 | H: 85
3) COC(=O)C1CCN(C(=O)Nc2ccc(OC)cc2)CC1
  A: 102 | B: 19 | C: -5 | D: 103 | E: 100 | F: 0 | G: 100 | H: 95
11) Cc1ccc(CNC(=O)c2cc3ccccc3oc2=O)cc1
  A: 97 | B: 7 | C: 0 | D: 101 | E: 102 | F: -4 | G: 100 | H: 101
7) Cc1ccc(NC(=O)C(C)OC(=O)c2n[nH]c3ccccc23)cc1 (stereo unspecified)
  A: 101 | B: 1 | C: 6 | D: 88 | E: 104 | F: -1 | G: 112 | H: 99
8) COc1ccc(CCNc2nc(-c3sc(C)nc3C)cs2)cc1OC
  A: 94 | B: 0 | C: -2 | D: 98 | E: 102 | F: 52* | G: 100 | H: 101
1) C=CCNC(=O)c1onc(CSc2cc(C)cc(C)c2)c1C(=O)NCC=C
  A: 93 | B: 5 | C: -1 | D: 88 | E: 85 | F: 24 | G: 135 | H: 97
13) Cc1ccc(S(=O)(=O)N2CCN(C(=O)CCC(=O)NCc3ccc(F)cc3)CC2)cc1
  A: 95 | B: 4 | C: 7 | D: 95 | E: 99 | F: 3 | G: 95 | H: 102

The listing continues:
Keys: A = MEP2 TOR yeast; B = proCasp3 act; C = proCasp7 act; D = CIT2 TOR yeast; E = AGP1-GFP MLPCN; F = AHR activator; G = LAP4 TOR yeast; H = RPL19A-GFP yeast
16) Cc1cccc(NS(=O)(=O)c2cccc(C(=O)N3CC(C)OC(C)C3)c2)c1 (stereo unspecified)
  A: 104 | B: 10 | C: 1 | D: 91 | E: 104 | F: 1 | G: 114 | H: 95
17) COc1cc(NC(=O)Cc2nn(C)c(=O)c3ccccc23)cc(OC)c1OC
  A: 96 | B: -7 | C: -5 | D: 107 | E: 92 | F: -3 | G: 109 | H: 95
18) CCOc1ccc(CNCc2ccccc2Cl)cc1
  A: 89 | B: 0 | C: 7 | D: 90 | E: 93 | F: 1 | G: 91 | H: 90
19) [O-][n+]1c2ccc3nonc3c2nn1-c1ccccc1Cl
  A: 105 | B: 8 | C: 3 | D: 96 | E: 101 | F: 0 | G: 103 | H: 94
20) Cc1ccc(N(CC(=O)Nc2cc(Cl)ccc2Oc2ccccc2)S(C)(=O)=O)cc1C
  A: 99 | B: 2 | C: 2 | D: 95 | E: 104 | F: 3 | G: 96 | H: 99
21) CCCCNCC1C(Oc2ccc(Cl)cc2)C(=O)N1c1ccccc1C (stereo unspecified)
  A: 101 | B: -1 | C: 7 | D: 96 | E: 98 | F: 1 | G: 98 | H: 103
22) CN(C)S(=O)(=O)c1ccc(C(=O)N2CCC(c3nc4ccccc4o3)CC2)cc1
  A: 99 | B: 0 | C: -14 | D: 106 | E: 104 | F: -1 | G: 95 | H: 100
23) CCOc1ccccc1NC(=O)CNC(=O)CNC(=O)Cc1ccccc1
  A: 98 | B: 2 | C: 6 | D: 101 | E: 106 | F: 7 | G: 103 | H: 94
24) CS(=O)(=O)NCC(c1cccnc1)N1CCN(c2ccccc2F)CC1 (stereo unspecified)
  A: 101 | B: -1 | C: 1 | D: 103 | E: 104 | F: -1 | G: 103 | H: 97
25) O=C(c1ccccn1)N1N=C2/C(=C/c3ccc(F)cc3)CCCC2C1c1ccc(F)cc1 (stereo unspecified)
  A: 114 | B: -2 | C: 4 | D: 102 | E: 110 | F: 94* | G: 109 | H: 111
26) Cc1ccc2c(c1)-c1c(ssc1=S)C(C)(C)N2C(=O)CSC1=NCCS1
  A: 95 | B: 8 | C: -3 | D: 100 | E: 94 | F: 4 | G: 96 | H: 96
27) O=C(CN1C(=O)c2ccccc2C1=O)N1CCOCC1
  A: 97 | B: -1 | C: 6 | D: 97 | E: 103 | F: 4 | G: 105 | H: 99
28) COc1cccc(C(=O)NC(=O)Nc2cc(C)on2)c1
  A: 103 | B: 10 | C: 8 | D: 93 | E: 89 | F: -3 | G: 108 | H: 96
29) CCc1nc(NCC2CCCN2CC)c2nnn(Cc3ccccc3F)c2n1 (stereo unspecified)
  A: 90 | B: -13 | C: 2 | D: 83 | E: 89 | F: 3 | G: · | H: 90
30) CCOC(=O)c1c(C)[nH]c(C(=O)OCC(=O)N(C)CC(=O)Nc2ccccc2Cl)c1C
  A: 101 | B: 1 | C: 6 | D: 105 | E: 114 | F: 6 | G: 112 | H: 105
31) COCCCNC(=O)c1cccc(C(=O)NCCCOC)c1
  A: 106 | B: 3 | C: -3 | D: 95 | E: 103 | F: 2 | G: 100 | H: 105
32) C[C@H](CO)N1C[C@H](C)[C@@H](CN(C)C(=O)Nc2ccc3c(c2)OCO3)Oc2ccc(NC(=O)CCC(F)(F)F)cc2C1=O
  A: 103 | B: -11 | C: -8 | D: 107 | E: 107 | F: 0 | G: 104 | H: 109
33) C#CCN(CC=C)C(=O)CCc1nnc(COc2ccccc2)o1
  A: 103 | B: 5 | C: -5 | D: 103 | E: 102 | F: 5 | G: 95 | H: 105
34) CCN(CC)C(=O)C1CC(c2ccc(OC)cc2)=NO1 (stereo unspecified)
  A: 94 | B: -180 | C: -3 | D: 92 | E: 93 | F: 7 | G: 96 | H: 93
35) CCOC(=O)NC(NS(=O)(=O)c1ccccc1)(C(=O)OCC)C(F)(F)F (stereo unspecified)
  A: 93 | B: 13 | C: 9 | D: 88 | E: 93 | F: 2 | G: 104 | H: 97
36) CCOC(=O)Cc1csc(NS(=O)(=O)c2ccc3c4c(cccc24)C(=O)N3CC)n1
  A: 100 | B: 1 | C: 3 | D: 92 | E: 101 | F: 1 | G: 98 | H: 102
37) CCCNC(=O)c1ccccc1SCc1c(C)noc1C
  A: 104 | B: 4 | C: 7 | D: 103 | E: 103 | F: -4 | G: 104 | H: 103
38) CCCCc1cn([C@@H](CCCCNC(=O)OC(C)(C)C)C(=O)N2CCN(C(=O)OC(C)(C)C)CC2)nn1
  A: 91 | B: 12 | C: -3 | D: 98 | E: 92 | F: 1 | G: 105 | H: 99
39) CCCOc1ccc(C(=O)N2CCN(c3ccc(NC(=O)CC)cc3Cl)CC2)cc1
  A: 97 | B: -1 | C: -6 | D: 85 | E: 90 | F: 4 | G: 103 | H: 92
40) CCC(C(=O)c1ccccc1)N(C(=O)c1ccccc1Cl)N1C(=O)C2C3C=CC(C3)C2C1=O (stereo unspecified)
  A: 82 | B: 0 | C: -5 | D: 98 | E: 97 | F: 0 | G: 80 | H: 101
41) CN1CCN(C(=O)C2=C[C@@H](C(C)(C)C)C[C@@H](OCc3ccc(CO)cc3)O2)CC1
  A: 97 | B: 10 | C: -1 | D: 118 | E: 96 | F: -1 | G: 110 | H: 107
42) CCCC(c1nnnn1Cc1ccco1)N1CCN(C2CCCC2)CC1 (stereo unspecified)
  A: 99 | B: -5 | C: 12 | D: 95 | E: 99 | F: 0 | G: · | H: 96
43) C=CCn1c(SCc2nc3ccccc3c(=O)[nH]2)nc2scc(C3CC3)c2c1=O
  A: 112 | B: 3 | C: 1 | D: 99 | E: 113 | F: 10 | G: 102 | H: 109
44) CCOC(=O)Nc1sc(NS(=O)(=O)c2ccccc2)nc1C
  A: 118 | B: -12 | C: -9 | D: 104 | E: 102 | F: 0 | G: 104 | H: 98
45) COC(=O)Oc1ccc(/C=N/NC(=O)CSCc2ccccc2Br)cc1OC
  A: 103 | B: -1 | C: 4 | D: 97 | E: 94 | F: 3 | G: 95 | H: 93
46) Cc1n[nH]c(C)c1CCCCOc1ccccc1
  A: 107 | B: 1 | C: -8 | D: 96 | E: 94 | F: 1 | G: 96 | H: 98
47) O=C(C1CCC1)N1CCN(c2ccc(C(F)(F)F)cc2[N+](=O)[O-])CC1
  A: 107 | B: · | C: · | D: 102 | E: 94 | F: · | G: 103 | H: 112
48) CNC(=O)CSc1nc2cccnc2n1-c1ccc(F)cc1
  A: 105 | B: · | C: · | D: 107 | E: 115 | F: · | G: 100 | H: 109
49) CC(C)(C)c1cc2nc3c(c(=O)n2[nH]1)CN(Cc1ccccc1)C3=O
  A: 107 | B: 0 | C: 16 | D: 110 | E: 107 | F: 4 | G: 117 | H: 102
